# High-throughput results: PubChem, National Center for Advancing Translational Sciences (NCATS)
# HCV inh: inhibitors of hepatitis C virus infection. Huh7.5.1 HCVcc-Cre infection, luciferase reporter, 44 h. Potency, µM (highest dose often 41.8 µM), inactives show at the highest dose activity change, negative = inhibition, hits mostly inhibitors. 340,000 compounds, 3.4% hits. AID 651820
#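 Compounds are dispensed onto cells plated 4 h earlier at 1,000 per well, with HCVcc-Cre virus (about 0.5 moi) added next. Following 44 h of culture, luminescent signal is measured for 15 sec after 15 min with substrate at room temperature.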
# Tb PYK inh: blocks Trypanosoma brucei pyruvate kinase; Q57TT1; TbPYK enzyme, Kinase-Glo Plus ATP luminescence, 45 min; 410,000 compounds, 0.12% hits; Potency, µM (titrated, usually from 76.8 µM), without a hit: at the highest dose activity, negative = inhibition, hits mostly inhibitors; AID 624173; note: nearly all actives have a fitted effect of over 50% in size
#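 Assay buffer: 50 mM TEA pH 7.2, 100 mM KCl, 10 mM MgCl2, 0.05% BSA, 0.01% Tween-20. Pyruvate kinase from T. brucei plus substrate met compound, then ADP (130 uM final). Luminescence was read post 45 min RT.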
# The depositor's hits bear a star; u = inconclusive; [ ] = another dose, or the depositor's remark. Calls come from the whole dose curve; as a rule, active = well fitted curve in the direction sought with a large enough effect; inconclusive = small, poorly fitted or top-dose-only effect, or another doubt; inactive = no such curve, though single readings can be large; an effect the other way counts as inactive or inconclusive. % is set by controls: 0 for no effect and ±100 for the full control effect; potency is the fitted concentration of half-maximal effect. A portion of the library; the hit share may differ from the screen's.
SMILES,HCV inh,Tb PYK inh
COC/C=C1\CN2C3C[C@@H]1[C@H]1COC4=Nc5cc(OC)c(OC)c(OC)c5[C@@]43C[C@@H]12,u,-4%
O=C(CSCc1ccc(Br)cc1)Nc1ccccc1C(=O)N1CCOCC1,1%,-4%
CC(C)N(C(=O)[C@H]1CC(CC(=O)NC(C)(C)C)C(=O)N2CCc3c([nH]c4ccccc34)[C@]12C)C(C)C (stereo partly specified),u,-3%
CN1CC(=O)N(CC(=O)Nc2ccc(OCc3ccccc3)cc2)C1=O,-30%,0%
c1ccc(-c2nn(-c3ccccc3)[n+](-c3ccccc3)n2)cc1,3.2µM*,-9%
C=C1C[C@H](O[C@@H]2O[C@H](CO)[C@@H](O)[C@H](O)[C@H]2O)[C@@H]2[C@H](OC(=O)[C@H]2C)[C@H]2[C@H](C)[C@H](O)C[C@@H]12,0%,7%
CC(Sc1nnc(NC2CC2)s1)C(=O)Nc1ccc(S(N)(=O)=O)cc1 (stereo unspecified),-11%,-4%
COc1ccc(C(CNC(=O)CCNS(=O)(=O)c2ccc(Br)cc2)N2CCOCC2)cc1 (stereo unspecified),-3%,1%
CCCCN1CC(=O)N2[C@@H]3c4cc(Br)ccc4OC[C@@H]3[C@H](C(=O)OCC)[C@]2(C)C1=O,u,-4%
Cc1ccc(NC(=O)CSc2ncn[nH]2)c([N+](=O)[O-])c1,1%,-22%
Nc1ccc(Sc2ccccc2)nc1,5%,-1%
COc1ccc(Nc2nc(-c3cccs3)nc3ccccc23)cc1S(=O)(=O)N1CCOCC1,2.8µM*,-1%
Cc1ccc(C2=NOC(=O)/C2=C\c2ccccc2)cc1,2%,-28%
CC(C)c1ccc(NC(=O)COC(=O)c2nn(C)c(=O)c3ccccc23)cc1,36%[activator],8%
CCc1ccc(C2C(=O)c3ccccc3C2=O)cc1,-4%,-13%
Cc1ccc(S(=O)(=O)N2CCN(C(=O)COC(=O)/C=C/c3ccc(Cl)cc3)CC2)c(C)c1,-1%,1%
O=C(OCC(=O)N1CCCCCC1)c1ccc(Cl)nc1,9%,2%
O=C(NCCc1ccccc1)c1ccccc1C(=O)NCCc1ccccc1,2%,-15%
CCOC(=O)[C@H]1[C@H]2COc3ccc(C)cc3[C@@H]2N2C(=O)c3cc(Br)ccc3NC(=O)[C@@]12C,u,-9%
CN(CCc1ccccc1)C(=O)c1ccc(NC(=O)Cc2ccc(NC(=O)C3CCN(C(=O)C4CCCC4)CC3)cc2)cc1,18%[8.37 µM],2%

# Copied from above for reference:
SMILES,HCV inh,Tb PYK inh
COC/C=C1\CN2C3C[C@@H]1[C@H]1COC4=Nc5cc(OC)c(OC)c(OC)c5[C@@]43C[C@@H]12,u,-4%
O=C(CSCc1ccc(Br)cc1)Nc1ccccc1C(=O)N1CCOCC1,1%,-4%

# The list goes on.
SMILES,HCV inh,Tb PYK inh
COc1ccc(/C=C/C(=O)OCC(=O)Nc2cccc(S(=O)(=O)NC3=NCCCCC3)c2)cc1,-11%,-5%
Clc1ccccc1C1=NCc2nncn2-c2sc(Br)cc21,6%,2%
CCCCN1C(=O)c2cccc3cc(O)cc(c23)C1=O,1%,1%
C1=C[C@H]2CC[C@@H]1N(c1ccccc1)O2,-4%,1%
CN(C(=O)c1ccc(NC(=O)Cc2cccc(NC(=O)C3CCN(C(=O)C4CCC4)CC3)c2)cc1)C1CC1,2%,-3%
Cc1cn(C2CC(O)C(CO)O2)c(=O)n(Cc2ccccc2)c1=O (stereo unspecified),5%,0%
COC(=O)c1c(-c2ccc(S(C)(=O)=O)cc2)sc2cc(OC)ccc12,u,-7%
Cc1cc(OCC(=O)OCC(=O)NCc2cccs2)ccc1Cl,8%,1%
Cc1cccc(OCC(=O)Nc2nonc2NC(=O)COc2cccc(C)c2)c1,30%[activator],-3%
Cc1nc(C)c(C(=O)NN=Cc2ccc(N(CCCl)CCCl)cc2)s1,-4%,3%
NC(=O)c1ncn([C@@H]2O[C@H](CNCc3cc(Cl)ccc3OCc3ccc(Cl)cc3)[C@@H](O)[C@H]2O)n1,8%,-6%
COC(=O)[C@@]1(C)[C@H]2C(=O)N(C)C(=O)[C@H]2[C@H]2CN=C(SCc3ccc(Cl)cc3)N21,4.5µM*,-11%
Cc1cnc(N=Nc2ccccc2)[nH]1,-26%,-19%
CCc1c(C)nc2[nH]ncn2c1=O,17%,-8%
Cc1ccc(NC(=O)COC(=O)Cn2cnc3ccccc32)c(C)c1,6%,6%
O=C(O)C1=CCCc2ccc(F)cc21,16%,-1%
CN(CCc1ccccc1)C(=O)c1cccc(NC(=O)Cc2cccc(NC(=O)C3CCCN(S(=O)(=O)c4cccc([N+](=O)[O-])c4)C3)c2)c1 (stereo unspecified),10µM*,6%
Cc1noc(C)c1CSCC(=O)Nc1ccc(C#N)c(Cl)c1,-2%,2%
Cc1ccc(C)c(C(=O)COC(=O)c2n[nH]c3ccccc23)c1,-27%,0%
CCOC(=O)/C=C1/SCC(=O)N1CC(=O)Nc1ccc2c(c1)CCC2,4%,28%

# Structures shown so far with two or more sulfur atoms:
SMILES,HCV inh,Tb PYK inh
CC(Sc1nnc(NC2CC2)s1)C(=O)Nc1ccc(S(N)(=O)=O)cc1 (stereo unspecified),-11%,-4%
COc1ccc(Nc2nc(-c3cccs3)nc3ccccc23)cc1S(=O)(=O)N1CCOCC1,2.8µM*,-1%
COC(=O)c1c(-c2ccc(S(C)(=O)=O)cc2)sc2cc(OC)ccc12,u,-7%

# (listing goes on)
SMILES,HCV inh,Tb PYK inh
Cc1ccc(CNC(=O)c2cccnc2)cc1,20%,0%
Cc1c(NC(=S)NC(=O)c2ccc(Cl)cc2)c(=O)n(-c2ccccc2)n1C,-5%,0%
COc1ccc(CCNC(=O)c2cccnc2Cl)cc1OC,0%,0%
Cc1noc(C)c1NC(=O)N(C)C[C@H]1Oc2ccc(NS(=O)(=O)c3cn(C)cn3)cc2C(=O)N([C@H](C)CO)C[C@@H]1C,20%,-1%
Cc1cc(Br)ccc1OCc1nnc(-c2ccccc2)o1,-9%,-2%
O=C(COC(=O)c1cc(=O)[nH]c2ccccc12)Nc1nc(-c2ccc(F)cc2)cs1,-26%,1%
COc1ccc(OC)c(-c2cc(C(=O)Nc3ccccc3C(N)=O)c3ccccc3n2)c1,10µM*,-3%
COc1cc(CC(=O)NNC(=O)c2cccs2)cc(OC)c1OC,-1%,-12%
C[C@H]1NC(=O)[C@]2(C)[C@@H](c3ccccc3)[C@H]3COc4ccccc4[C@H]3N2C1=O,u,1%
COC1=CC(=O)[C@]2(C=C1OC)OC[C@@H]1Oc3c(ccc4c3C=CC(C)(C)O4)C(=O)[C@@H]12,-28%,-8%
O=[N+]([O-])c1cccnc1Sc1ccc(Br)cc1,1%,3%
Nc1ccc(Cc2ccc(N)c(Cl)c2)cc1Cl,u,3%
CCOc1ccc(S(=O)(=O)N2CN(c3cccc(C(C)=O)c3)c3nc4ccccc4nc32)cc1,u,-11%
Cn1cc(Cc2ccccc2)c(=O)c(Cc2ccccc2)c1,-4%,-25%
CCOc1cc(C=NN2CCCCCC2)ccc1O,u,-26%
Cc1cccc(-n2nnnc2SCC(=O)NC2CCCC2)c1,14%,2%
Cc1ccc(S(=O)(=O)N2CCN(C(=O)COC(=O)/C=C/c3cccc([N+](=O)[O-])c3)CC2)c(C)c1,-13%,5%
C(=C\c1sc(Nc2ccccc2)n[n+]1-c1ccccc1)/c1ccccc1,-2%,-14%
COc1ccc(NC(=O)CSc2nnc(N)s2)cc1S(=O)(=O)N1CCCCC1,-10%,-3%
C[C@@H]1CC[C@]2(C(=O)O[C@@H]3O[C@H](CO)[C@@H](O)[C@H](O)[C@H]3O)CC[C@]3(C)C(=CCC4[C@@]5(C)C[C@@H](O)[C@H](O)[C@@](C)(C(=O)O[C@@H]6[C@H](O)C[C@@]7(C)C(CC[C@]8(C)C7CC=C7[C@H]9[C@](C(=O)O[C@@H]%10O[C@H](CO)[C@@H](O)[C@H](O)[C@H]%10O)(CC[C@@H](C)[C@@]9(C)O)CC[C@]78C)[C@@]6(CO)C(=O)O)C5CC[C@]43C)[C@@H]2[C@]1(C)O (stereo partly specified),u,0%
O=C(COC(=O)c1ccc(OC(F)(F)F)cc1)Nc1ncccn1,35%[activator],-1%
COc1cccc(NC(=O)CN(C)C(=O)[C@@H]2CCCN2C(=O)c2cccs2)c1,u,-5%
COc1ccccc1NC(=O)CN1CCN(c2ccc(F)cc2)CC1,u,5%
C#CCOCCOCCOCCNc1nc(N2CCN(C(=O)[C@H](CCCCN)n3cc([C@@H](N)[C@H](C)CC)nn3)CC2)nc(N2CCN(C(=O)[C@H](CCC(=O)O)n3cc([C@@H](N)CCCCN)nn3)CC2)n1,-9%,4%
CCN1C/C(=C\c2cc(OC)c(OC)c(OC)c2)C2=NN(c3ccccc3)C(c3cc(OC)c(OC)c(OC)c3)C2C1 (stereo unspecified),-9%,1%
COc1ccccc1N1CCN(CCCN2CC(=O)N3CCCCC3C2=O)CC1 (stereo unspecified),16%,-5%
CN1OC[C@@H]2CN(C(=O)CCc3ccccc3)[C@H](c3cccc(-c4ccc(C#N)cc4)c3)C[C@@H]21,0%,-6%
CC(C)(C)c1ccc(C(=O)N2CCN(C(=O)c3cccs3)CC2)cc1,-4%,3%
COC1OC2COC(c3ccccc3)OC2C(O)C1NC(=O)c1ccccc1 (stereo unspecified),13%,8%
O=C(NNC(=O)c1ccccc1Br)c1cnccn1,u,0%
CCOC(=O)N1CCC(NC(=O)C2CCC(Cn3c(=O)[nH]c4ccccc4c3=O)CC2)CC1 (stereo unspecified),u,-2%
CN(C)CCCNC(=O)C[C@H]1C[C@H](C(=O)N2CCOCC2)[C@@]2(CCC3CCCC3)c3[nH]c4cc(-c5ccco5)ccc4c3CCN2C1=O,7.9µM*,-10%
O=C(CCNC(=O)c1ccco1)NCc1ccc(C(=O)O)cc1,-8%,-2%
CC(NC(=O)C(Cc1ccccc1)=NO)c1ccccc1 (stereo unspecified),38%[activator],-7%
COC(=O)c1ccccc1NC(=S)NC(=O)COc1ccc(C)cc1,22%,-1%
Cc1ccc(S(=O)(=O)CCC(=O)OCc2cc(=O)oc3cc(C)ccc23)cc1,-3%,4%
Cc1ccc(S(=O)(=O)N2CCN(C(=O)COC(=O)c3cncc(Br)c3)CC2)c(C)c1,-1%,1%
Cn1ccnc1-c1nnn(-c2ccc(Cl)c(Cl)c2)n1,u,7%
CC(C)c1ccc(/C=c2\sc3n(c2=O)C(N)=C(C#N)C(c2ccc(C(C)C)cc2)C=3C(N)=O)cc1 (stereo unspecified),48%[activator],-1%
O=C1NCCOC(=O)[C@H](Cc2ccc(F)cc2)CC/C=C/C[C@@H]1CC(=O)N(CCO)Cc1ccccc1,8%,2%
Cc1cc(C)c2c(N)c(C(=O)Nc3ccccc3Cl)sc2n1,-28%,-8%
COc1cccc(COC(=O)c2cc(S(=O)(=O)N3CCOCC3)ccc2Cl)c1OC,-23%,2%
O=C1/C(=C/c2ccccc2)C[C@@]2(O)[C@H]3Cc4ccc(O)c5c4[C@@]2(CCN3CC2CC2)C1O5 (stereo partly specified),3.2µM*,2%
CN1CCN(S(=O)(=O)c2cccc(C(=O)N(C)CC(=O)Nc3ccc(Cl)c(Cl)c3)c2)CC1,-14%,6%
CN(C)CCNC(=O)c1onc(CSc2ccncc2)c1C(=O)NCCN(C)C,11%,-3%
O=C(NN=Cc1ccccc1OC(F)F)c1ccc(NS(=O)(=O)c2cccs2)cc1,u,4%
CC(C)(C)OC(=O)N(Cc1ccccc1)Cc1cccc(OCc2cccc(NC(=O)C3CC3)c2)c1,1.3µM*,-3%
COc1ccc(NC(=O)Nc2ccc3c(c2)C(=O)N([C@@H](C)CO)C[C@@H](C)[C@@H](CN(C)CC2CCCCC2)O3)cc1,u,-2%
COc1ccc2c(c1)NP(=S)(c1ccccc1)N2 (stereo unspecified),-1%,-3%
CC[C@]12c3[nH]c4cc(-c5ccco5)ccc4c3CCN1C(=O)[C@@H](CC(=O)NCCc1ccccn1)C[C@@H]2C(=O)N1CCN(C(=O)C2CC2)CC1,10%[8.37 µM],4%

# (listing goes on)
SMILES,HCV inh,Tb PYK inh
Cc1ccc(C)c(N2CCN(C(=O)CCc3nc(-c4ccccc4)no3)CC2)c1,2%,4%
C#CCOCCOCCOCCNc1nc(N2CCN(C(=O)[C@H](CO)n3cc([C@@H](N)C(C)C)nn3)CC2)nc(N2CCN(C(=O)[C@H](CO)n3cc([C@@H](N)C(C)C)nn3)CC2)n1,-7%[8.37 µM],0%
CC1=NN(c2ccccc2C)C(=O)C1,12%,-6%
COc1cccc(C=NNC(=O)c2ccncc2)c1O,u,-2%
O=C(NCC1CCCO1)c1ccccc1NS(=O)(=O)c1cc([N+](=O)[O-])ccc1Cl (stereo unspecified),21%,-5%
COc1ccc(OCc2nnc(SCC(=O)NCC3CCCO3)n2N)cc1 (stereo unspecified),15%,-14%
Cc1ccc2nc(Cl)c(/C=N/NC(=O)CN3CCOCC3)cc2c1,3%,0%

# Sorted by number of heavy atoms (lowest first): 3 of the compounds above.
SMILES,HCV inh,Tb PYK inh
COc1ccc2c(c1)NP(=S)(c1ccccc1)N2 (stereo unspecified),-1%,-3%
COC1OC2COC(c3ccccc3)OC2C(O)C1NC(=O)c1ccccc1 (stereo unspecified),13%,8%
CCOc1ccc(S(=O)(=O)N2CN(c3cccc(C(C)=O)c3)c3nc4ccccc4nc32)cc1,u,-11%
